# Screening data: PubChem BioAssay, several laboratories
# Lipid droplet: hepatic lipid droplet formation modulation | AML12 mouse hepatocytes, oleate lipid droplets, BODIPY imaging | inhibition, % at 6.5 µM | hit rate 0.4% among 240,000 | AID 1656;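 active = lipid droplet intensity inhibited by at least 50%, with more than 500 cells counted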
#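 Material – mouse AML12 hepatocyte cell line, fixed after treatment · Compound dosing – one dose, 6.5 µM compound · Times – compound with oleate, overnight · Measured by – Image-based BODIPY and DAPI two-channel analysis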
# PMI inhibitors: MPI enzyme activity inhibition – biochemical, fluorescence intensity, coupled assay, primary screen (AID 1209) | purified PMI enzyme, coupled fluorescence intensity; higher % means a stronger effect | inhibition, % at 20 µM; hits with a dose series show IC50 in µM | hit rate 0.42% among 190,000;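 note: plate controls were DMSO vehicle for no effect and wells lacking substrate for full effect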
# PMI inhibition: MPI inhibition at elevated mannose 6-phosphate – biochemical, fluorescence intensity, high mannose 6-phosphate, primary screen (AID 1220); inhibition, % at 20 µM, or IC50 in µM where a hit was titrated; hit rate 0.66% among 190,000; recombinant PMI enzyme, coupled fluorescence intensity; higher % means a stronger effect
# Siah-1 displacement: blockers of Siah-1 interaction with plectin peptide – biochemical, fluorescence polarization, rhodamine-plectin, uHTS, primary screen (AID 1817). Siah-1 / rhodamine-plectin peptide fluorescence polarization; higher % means a stronger effect. one-dose displacement, % at 20 µM; IC50 in µM for titrated hits. hit rate 0.02% among 290,000;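 active = displacement of at least 50% at 20 µM, with a fluorescence ratio check between 0.3 and a set limit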;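 note: plate controls were Siah plus tracer with DMSO for no effect and tracer alone without Siah for full effect; strong numbers were not always called active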
# P. falciparum M17LAP: P. falciparum M17LAP inhibitors, primary screen, biochemical, fluorogenic H-Leu-NHMec substrate, 1536-well (AID 1619); recombinant M17LAP, H-Leu-NHMec fluorogenic kinetic assay; higher % means a stronger effect; inhibition, % at 30 µM, or IC50 in µM where a hit was titrated; hit rate 0.38% among 220,000;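 active = compound inhibiting the enzyme by more than half at any dose during confirmatory dose-response retesting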;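 note: plate controls were full reaction with DMSO carrier for no effect and no enzyme background for full effect; strong numbers were not always called active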
# XIAP antagonists: small molecules displacing peptide from XIAP – biochemical, IAP family, fluorescence polarization (AID 1018). XIAP BIR domain, fluorescence polarization peptide displacement; higher % means a stronger effect. one-dose displacement, % at 20 µM; IC50 in µM for titrated hits. hit rate 0.007% among 200,000; in the data active = displacement above about 50%; note: a part of the inactive calls stands beside numbers as strong as those of hits
# TNAP activation fold: human TNAP enzyme activators, primary screen, biochemical, luminescent, no phosphate acceptor, uHTS (AID 1001); purified TNAP, luminescent activation assay, no phosphate acceptor; higher activation fold means a stronger effect; hit rate 0.03% among 200,000; activation fold at 20 µM, or EC50 in µM where a hit was titrated; in the data active = activation fold from about 3, or a potency from the dose series; inactive = the rest, 99 in 100 with activation fold below about 1.6; note: many of its hits are not listed in these tables
# M1AAP inhibition: malaria alanyl aminopeptidase activity blockers – biochemical, fluorogenic H-Leu-NHMec substrate, 1536-well (AID 1445); recombinant M1AAP, H-Leu-NHMec fluorogenic kinetic assay; higher % means a stronger effect; one-dose inhibition, % at 30 µM; IC50 in µM for titrated hits; hit rate 0.42% among 220,000;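 active = primary inhibition above the hit cutoff, then over 50% inhibition at one or more dose response concentrations, cut at about 23% in these data, passing the limit was not always enough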;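 note: plate controls were DMSO full reaction for no effect and no enzyme background for full effect; strong numbers were not always called active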
# UTI89 phage lysis: protection from phage-mediated lysis, alamar blue read-out – E. coli UTI89, K1F phage, bacterial capsule biogenesis inhibitors (AID 488966) | E. coli UTI89 K1F phage lysis, alamar blue, 2 h; higher % means a stronger effect | inhibition, % at 100 µM, or IC50 in µM where a hit was titrated | hit rate 0.02% among 340,000;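 active = phage lysis inhibition, versus mean bacterial control, above a set limit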;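 note: capsule biogenesis inhibitors block K1F phage lysis so surviving cells raise fluorescence; higher fluorescence means more inhibition of phage lysis; actives were called in the ten point dose series up to 300 µM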
# Lipid droplet cells 6.5 µM: second read-out of Lipid droplet, no call of its own (marks repeat the call); cell count; measured here: cell count, cytotoxicity flag;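 cells counted across two imaged fields per well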
# Active calls of the source: *; i = inactive; . = not tested or not shown; [ ] = remark or other dose. Cut-off read from the data, not from the text of the source, unless noted: active = inhibition above about 50%; inactive = the rest. Hits appear at their usual frequency (roughly 1.9% active in at least one column).
SMILES,Lipid droplet,Lipid droplet cells 6.5 µM,PMI inhibitors,PMI inhibition,Siah-1 displacement,P. falciparum M17LAP,XIAP antagonists,TNAP activation fold,M1AAP inhibition,UTI89 phage lysis
Cc1cc(C)n(CCc2nc(-c3ccc(C)o3)cs2)n1,-8,787,-16%,-29%,-3%,5%,-3.3%,1.1,5%,-0.2%
CCC1=NNc2cccc3c(OC)ccc1c23,7,747,-11%,-20%,84%,-1%,46%,1,7%,.
CCOc1cc(S(=O)(=O)n2cc(-c3ccc(F)cc3)c(N)n2)cc(OCC)c1OCC,-11,722,22%,18%,0%,-6%,-5.4%,1.1,-4%,0.3%
O=C1[C@@H]2[C@H](C(=O)N1Cc1ccco1)[C@H]1C=C[C@@H]2C1,20,763,9%,11%,-4%,3%,-5.7%,1,14%,-1.3%
CC1CCN(CCCn2c(=S)[nH]c3c(sc4ccc([N+](=O)[O-])cc43)c2=O)CC1,-2,709,-11%,-8%,-2%,19%,-3.8%,0.7,1%,-0.6%
Cc1cc(NC(=O)CN2C(=O)NC3(CCCCC3)C2=O)no1,-23,518,3%,9%,-8%,-14%,-2.8%,0.8,0%,0.2%
CCn1cc(C(=O)NCc2cccs2)c(=O)c2cc(S(=O)(=O)N3CCOCC3)ccc21,-4,706,.,.,0%,9%,.,.,-4%,.
O=C(Nc1ccc(Cl)cn1)c1ccc2c(c1)OCCO2,-3,704,1%,4%,3%,-1%,-6.4%,1,0%,1.3%
Cn1c(=O)cc(N2CCN(C(=O)c3ccco3)CC2)[nH]c1=O,-21,628,9%,23%,-3%,2%,-7.4%,1,3%,-0.2%
CCOc1ccc2c(c1)nc(NCCCO)n2Cc1ccccc1,8,656,.,.,15%,10%,.,.,5%,0.1%
Nc1ccc(-c2nc3ccc([N+](=O)[O-])cc3[nH]2)cc1,-5,482,-10%,-20%,20%,1%,-4.6%,0.9,11%,1.7%[50 µM]
COc1cccc(N2CCN(CC(=O)NCc3cccs3)CC2)c1,9,556,7%,5%,3%,11%,-3.6%,1,6%,3.0%
COc1nc(NCCO)nc(Nc2ccccc2F)n1,38,765,3%,14%,0%,-1%,-3.1%,1.1,0%,0.4%
Cc1ccc(/C=N/N(C)C2=NS(=O)(=O)c3ccccc32)o1,18,638,107%*,-8%,2%,-5%,-0.5%,1.1,-2%,.
O=C(NCc1ccccc1)C1=C[C@@H](c2coc3ccccc3c2=O)C[C@@H](OCc2ccc(CO)cc2)O1,-15,760,8%,7%,-7%,2%,-3.6%,0.8,6%,0.7%
COC(=O)c1c(C)oc2cc(Br)c(OCC(=O)C(C)(C)C)cc12,.,.,6%,14%,2%,-2%,-2.0%,1.1,6%,0.2%
Cc1c(/C=N/Nc2ccc(F)cc2)c(O)n(C)c(=O)c1C#N,-12,703,-7%,-7%,10%,39%,-5.1%,1.2,13%,2.0%
CC(C)(C)c1ccc2c(c1)OC(C(=O)N/N=C\c1ccncc1)CO2 (stereo not given),1,693,.,.,-7%,8%,.,.,5%,0.2%
O=C1/C(=N\O)Cc2ccccc21,.,.,9%,11%,0%,13%,-4.1%,1,5%,1.4%
NC(=O)CC(NC(=O)Cc1ccc(Br)cc1)c1ccc(NCCc2cccc(F)c2)c([N+](=O)[O-])c1 (stereo not given),4,675,.,.,12%,2%,.,.,7%,2.5%
CC1CCN(S(=O)(=O)N2CCC(C(=O)N3CCC(N(C)CC4CCCO4)CC3)CC2)CC1 (stereo not given),.,.,-6%,-6%,-1%,18%,-1.6%,1.2,2%,2.2%
COc1ccc(CNc2ccc(C)c(C)c2)cc1,28,677,9%,9%,3%,14%,1.7%,1,4%,0.3%
CCOC(=O)C1=C(N)OC(C)=C(C#N)C1c1ccco1 (stereo not given),5,594,-3%,2%,17%,15%,1.9%,1.1,7%,1.8%[50 µM]
Cc1cc(OC(C)C(N)=O)nc(-c2ccccc2)n1 (stereo not given),.,.,-14%,0%,3%,-4%,1.1%,1.1,-4%,0.0%
CCOC(=O)C1(Cc2ccccc2C)CCCN(Cc2cc(OC)c(O)c(OC)c2)C1 (stereo not given),-23,681,23%,66%*,-5%,0%,-4.3%,1.1,9%,-1.4%
COC(=O)COc1ccc(S(=O)(=O)Nc2cc(OC)ccc2OC)cc1,1,774,5%,-3%,-2%,-3%,-1.8%,1,4%,.
CCOC(=O)/C(=N\Nc1cccc(Cl)c1)Sc1nnc(-c2ccc(OC)cc2)n1C,5,659,2%,1%,14%,-16%,-3.9%,1,9%,0.5%[50 µM]
CCn1c(SCC(N)=O)nnc1-c1ccc(OC)c(OC)c1,.,.,2%,8%,-2%,-8%,-1.4%,1.1,8%,-0.2%
CCC(CC)C(=O)Nc1cccc(C(=O)NCCc2ccc(S(N)(=O)=O)cc2)c1,5,778,4%,1%,2%,0%,1.6%,1.1,7%,1.7%
COc1ccc(/C=C\c2nc(=O)c3ccccc3o2)cc1,0,760,-7%,-3%,13%,8%,-2.7%,1,9%,i
COc1cc(CNC23CC4CC(CC(C4)C2)C3)ccc1OCc1ccccc1,13,709,11%,14%,-3%,-6%,-5.8%,1.2,5%,0.0%
CCOC(=O)Cn1c(CN2CC(C)OC(C)C2)nc2c1c(=O)n(C)c(=O)n2C (stereo not given),4,756,-19%,-18%,-7%,4%,-8.5%,1,2%,-0.5%
CCCCC(=O)Nc1cc(OC)c(NC(=S)NC)cc1OC,-7,725,3%,21%,10%,3%,-1.4%,1,1%,0.5%
O=C(O)CCN1c2ccccc2Sc2ccccc21,-5,699,.,.,-1%,0%,.,.,-4%,-0.1%[50 µM]
CCCC/C(=N\NC(=O)c1ccc(Br)o1)c1ccccc1,6,718,-5%,2%,-1%,-6%,-3.6%,1,4%,3.5%[50 µM]
CCc1c(C(=O)NC2CCCCC2)[nH]c(C)c1C(C)=O,.,.,-1%,1%,1%,-1%,-4.7%,1.1,3%,-0.2%
COc1cnc(-c2ccccc2)nc1Oc1cccc(C)c1,.,.,15%,11%,1%,-3%,0.2%,1.1,-2%,-0.1%
CCN(CC)C(=O)c1sc2nc(-c3ccccc3)ccc2c1N,4,691,-22%,-27%,-6%,8%,-4.5%,1.2,15%,0.0%
O=Cc1cc(N=Nc2ccccc2Cl)ccc1O,30,744,9%,5%,-1%,40%,-4.2%,0.9,17%,-1.5%
COC(=O)c1cccc(COC(=O)CNC(=O)c2ccco2)c1,.,.,2%,-6%,0%,0%,-2.4%,1.2,10%,0.8%
CN(C)/C=N/c1c(C(=O)NCc2ccccc2)nnn1Cc1ccccc1,.,.,-6%,3%,-3%,-7%,-3.1%,1,-5%,0.4%
Nc1cccc2c1nnn2C1OC(CO)C(O)C(O)C1O (stereo not given),2,680,6%,16%,6%,0%,-2.3%,1.1,3%,5.6%
CCC(C)NS(=O)(=O)c1ccc(NC(=O)c2cccs2)cc1 (stereo not given),2,658,0%,-5%,6%,16%,-1.3%,1,2%,0.0%
O=C(Nc1ccc2oc(Cc3ccc(Cl)cc3)nc2c1)c1cccnc1,-16,620,5%,8%,4%,4%,-10%,0.9,1%,1.4%
CC1CC(C)CN(S(=O)(=O)c2ccccc2[N+](=O)[O-])C1 (stereo not given),-36,646,15%,12%,6%,0%,-7.0%,1,8%,0.0%
CC(=O)c1cccc(NC(=S)NC(=O)c2ccc(C)cc2Cl)c1,4,685,14%,13%,-1%,-3%,-9.8%,0.9,4%,0.1%
C/C=C/c1ccc(OCCOc2cccc3cccnc23)c(OC)c1,3,586,1%,5%,6%,3%,5.1%,1.1,8%,5.0%
CCCCN(C)S(=O)(=O)c1ccc(C(=O)Nc2nnc(CSC)o2)cc1,.,.,0%,-3%,8%,5%,-1.6%,1,-10%,0.1%
CCOC(=O)N1CCN(C(c2cccc(OC)c2)c2sc3nc(C)nn3c2O)CC1 (stereo not given),.,.,6%,1%,7%,-7%,1.3%,1.1,-7%,0.3%
CCN1CCN(Cc2ccc(OCc3ccccc3)c(OC)c2)CC1,.,.,0%,-9%,2%,-1%,-1.2%,0.9,7%,0.1%

# Just Lipid droplet cells 6.5 µM, for 3 of the compounds above:
compound	Lipid droplet cells 6.5 µM
Nc1cccc2c1nnn2C1OC(CO)C(O)C(O)C1O (stereo not given)	680
CCC(C)NS(=O)(=O)c1ccc(NC(=O)c2cccs2)cc1 (stereo not given)	658
O=C(Nc1ccc2oc(Cc3ccc(Cl)cc3)nc2c1)c1cccnc1	620

# Next section
SMILES,Lipid droplet,Lipid droplet cells 6.5 µM,PMI inhibitors,PMI inhibition,Siah-1 displacement,P. falciparum M17LAP,XIAP antagonists,TNAP activation fold,M1AAP inhibition,UTI89 phage lysis
CC(=O)OC[C@H]1O[C@H](C/C=N/O[C@@H](C)c2cn([C@H](CO)Cc3ccccc3)nn2)C=C[C@@H]1OC(C)=O,0,759,-12%,-12%,0%,-12%,-14%,1,-2%,.
CN(C)CCCNC(=S)Nc1ccc(Oc2ccccc2)cc1,8,702,10%,5%,-3%,-3%,-11%,1,3%,-0.5%
N#Cc1ncc(C(F)(F)F)cc1Oc1cccnc1,2,696,5%,20%,23%,5%,-4.7%,1,8%,0.5%
O=C(CN1c2cccc3cccc(c23)S1(=O)=O)Nc1ccccc1,1,668,-8%,23%,0%,3%,-1.4%,1.2,4%,-0.4%
Cc1c(N/C=C/C(=O)c2ccc(Cl)cc2)c(=O)n(-c2ccccc2)n1C,12,790,-8%,-6%,2%,16%,-5.5%,1.2,4%,6.5%
Cc1cc(C)n(-c2ccc3nnc(C)n3n2)n1,20,663,.,.,0%,4%,.,.,1%,0.7%
CS(=O)(=O)N(Cc1ccccc1)c1ccc(C(=O)NCCSCc2ccco2)cc1,8,787,2%,3%,12%,-6%,-4.0%,1,2%,0.1%
CCN(CC)S(=O)(=O)c1ccc(C)c(NC(=S)Nc2cccc(S(=O)(=O)N3CCCCCC3)c2)c1,-66,524,14%,10%,-4%,12%,-6.4%,1,19%,1.1%[50 µM]
C/C(=N\NC(=O)c1nc2ccccn2c1C)c1ccc2c(c1)OCO2,-1,664,-3%,1%,-2%,22%,-2.8%,1,8%,6.5%
COc1cccc(C(=O)CSc2nnnn2C)c1,.,.,-8%,-7%,1%,7%,-1.2%,1.1,-1%,3.0%
CCOc1ccc(CN(Cc2ccco2)S(=O)(=O)c2ccc(-n3cnnn3)c(OC)c2)cc1,-10,792,13%,4%,-5%,3%,-3.2%,1,10%,-3.2%
Cc1noc(C)c1CN1C(=O)NC(Cc2ccccc2)(Cc2ccccc2)C1=O,21,763,12%,4%,2%,-3%,-0.5%,1.1,9%,-0.3%
